Screens deposited in PubChem by NCI.
yeast sgs1 mgt1 – NCI yeast anticancer drug screen, S. cerevisiae sgs1 mgt1 strain; growth inhibition, % at 50 µM; 78,000 tested, 10% active; AID 161, 2004;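 note: 0% = growth of vehicle-only cultures of the same strain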
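Yeast cells carrying a defined DNA-repair defect were exposed to test compounds. Growth inhibition was measured relative to vehicle-treated controls.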
yeast cln2 rad14 – NCI yeast anticancer drug screen, S. cerevisiae cln2 rad14 strain. growth inhibition, % at 50 µM. 78,000 tested, 8.3% active;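 note: 0% = growth of vehicle-only cultures of the same strain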
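The screen exposed genetically defined yeast (cln2 rad14) to test compounds and scored growth inhibition relative to vehicle-treated controls.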
mlh1 rad18 – NCI yeast anticancer drug screen, S. cerevisiae mlh1 rad18 strain; growth inhibition, % at 50 µM; AID 175, 2004; 79,000 tested, 11% active;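 note: 0% = growth of vehicle-only cultures of the same strain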
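Test agents were incubated with a yeast strain of defined genotype (DNA damage repair defect). Inhibition of growth was derived by comparison with vehicle-exposed cultures.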
yeast bub3 – NCI yeast anticancer drug screen, S. cerevisiae bub3 mutant strain. growth inhibition, % at 50 µM. 78,000 tested, 9.9% active;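 note: 0% = growth of vehicle-only cultures of the same strain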
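Mutant yeast screening strain plus compound; vehicle-treated cultures serve as the 0% inhibition reference.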
yeast mec2-1 – NCI yeast anticancer drug screen, S. cerevisiae mec2-1 strain; % growth inhibition at 50 µM; 79,000 tested, 9% active; AID 157, 2004;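 note: 0% = growth of vehicle-only cultures of the same strain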
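Cells of the genetically defined mec2-1 yeast strain are incubated with test compound. Inhibition of growth is calculated against vehicle-treated controls.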
yeast rad50 – NCI yeast anticancer drug screen, S. cerevisiae rad50 strain. % growth inhibition at 50 µM. 79,000 tested, 10% active;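 note: 0% = growth of vehicle-only cultures of the same strain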
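Inhibition values express reduced yeast growth in compound-treated cultures relative to vehicle-treated controls.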
Numbers without * were called inactive; x = no result given; & = joins results of further samples. Cut-off read from the data, not from the text of the source: active = growth inhibition above about 70%; inactive = the rest.

1. CN(C)CC(c1ccccc1)C(O)c1ccccc1 (centres undefined)
2. C=C1CC2CCCC12C=O (centres undefined)
3. CSCCC(NC(=O)c1c(Cl)ccc(Cl)c1Cl)C(=O)O (centres undefined)
4. CC(=O)NC1C(SC(=O)NCCCl)OC(COC(C)=O)C(OC(C)=O)C1OC(C)=O (centres undefined)
5. CC1C(=NO)C(C)C(c2ccccc2)N(N=O)C1c1ccccc1 (centres undefined)
6. Cc1ccc(COC(=O)c2cccnc2)cc1
7. CCCCCOC(=O)NC1c2ccccc2Oc2ccccc21
8. CC(C)(C)SC1C(O)C(CO)OC1n1ccc(N)nc1=O (centres undefined)
9. CN1CCN(C(=S)N2CCN(C)CC2)CC1
10. CCOC(=O)C(N=Nc1ccccc1)C(=O)c1ccccc1 (centres undefined)
Compound,1,2,3,4,5,6,7,8,9,10
yeast sgs1 mgt1,-14,30,19,-3,-6,x,6,-11,20,51
yeast cln2 rad14,-45,27,-19,-17,3,x,-13,-5,13,-22
mlh1 rad18,5,28,-16,-4,26,9,-4,12,19,28
yeast bub3,-6,23,1,-27,0,x,10,-11,5,39
yeast mec2-1,5,8,-1,-9,-20,-19,-18,-20,8,-3
yeast rad50,-9,36,-8,-8,-13,-16,-12,-11,33,23

11. COc1ccc2c3c([nH]c2c1)CCN(Cc1ccccc1)C3
12. Clc1cc(Br)c2c(Cl)ccnc2c1Br
13. CCOc1ccc(/C=N/N=C(N)N)cc1OCC
14. O=C(NC1CCCCC1)c1ccc(Cl)cc1
15. CC(C)=NNc1ccccn1
16. COc1ccc2c(c1)CCN1CCc3ccccc3CC21 (centres undefined)
17. CCC(=O)OCCCCCCOC(=O)CC
18. CCC(Cc1ccc(OC)cc1)C(C)=O (centres undefined)
19. CC(=O)c1cc(Cc2cc(C)cc(C)c2O)c(O)c(Cc2cc(C)cc(C)c2O)c1
20. Cc1cc(S(N)(=O)=O)c2ncccc2c1
Compound,11,12,13,14,15,16,17,18,19,20
yeast sgs1 mgt1,14,8,-18,-20,-1,58,12,-3,29,2
yeast cln2 rad14,20,-9,-53,13,-17,46,-15,-40,34,-33
mlh1 rad18,1,20,-12,-2,12,43,-6,-18,4,-3
yeast bub3,15,1,-8,-18,-16,53,20,0,17,-8
yeast mec2-1,-22,-1,-18,-7,-19,43,6,-24,12,-4
yeast rad50,-31,36,-31,5,2,31,18,-10,19,2

21. O=C1C2CC=CCC2C(=O)C2CC=CCC12 (centres undefined)
22. O=S(=O)(/N=C(Cl)/C(Cl)=N/S(=O)(=O)c1ccccc1)c1ccccc1
23. Cn1cnnc1Sc1c([N+](=O)[O-])ncn1C
24. CCCCCCN(S(=O)(=O)c1ccc([N+](=O)[O-])cc1)S(=O)(=O)c1ccc([N+](=O)[O-])cc1
25. CCOC(=O)N(c1ccccc1)N(CC)C(=O)/C(C)=N/Nc1ccc([N+](=O)[O-])cc1
26. NC(=O)c1ccccc1C(N)=O
27. O=C(c1ccccc1)[C@H]1Nc2ccc(Cl)cc2[C@H]2OCCC[C@@H]12
28. O=C(O)C(S)c1ccc2ccccc2c1 (centres undefined)
29. NC1=C(O)C(=O)C(c2cccc(O)c2)O1 (centres undefined)
30. Brc1cccc(SCc2ccccc2)c1
Compound,21,22,23,24,25,26,27,28,29,30
yeast sgs1 mgt1,8,23,-5,71*,98*,9,40,20,8,-12
yeast cln2 rad14,-29,-10,22,69,92*,31,33,19,-5,11
mlh1 rad18,14,5,-12,74*,97*,-32,26,13,8,-4
yeast bub3,18,0,16,57,96*,-12,83*,12,3,22
yeast mec2-1,0,-2,-5,74*,96*,-11,13,20,-10,29
yeast rad50,10,15,-3,67,98*,13,67,29,-8,7

31. Cn1c(=O)c2[nH]c(=O)c(=O)[nH]c2n(C)c1=O
32. CCCCCCCCN(CCCCCCCC)CC(O)c1cc(OCC)nc2ccccc12 (centres undefined)
33. OCC1OC(n2cnc3c(/C=C(/O)c4ccccc4)ncnc32)C(O)C1O (centres undefined)
34. COc1ccc(/C=C2\CCCC(CN(C)C)C2=O)cc1 (centres undefined)
35. c1coc(-c2nc(N=C3N=c4ccccc4=N3)[nH]c2-c2ccco2)c1
36. CC1CCN(CCCCCNC(=O)C(c2ccccc2)C2CCCCC2)CC(C)(C)C1 (centres undefined)
37. CCO/C=C1N=C(/C=C/c2ccc(Cl)cc2)OC/1=O
38. CCCc1c(C(=O)OCC)[nH]c(-c2ccc(-c3[nH]c(C(=O)OCC)c(CCC)c3C(=O)OCC)s2)c1C(=O)OCC
39. Clc1cc(Cl)nc(N2CCCCC2)n1
40. COc1nc(NC2OC(COC(C)=O)C(OC(C)=O)C(OC(C)=O)C2OC(C)=O)c(N=CC=Nc2c(NC3OC(COC(C)=O)C(OC(C)=O)C(OC(C)=O)C3OC(C)=O)nc(OC)[nH]c2=O)c(=O)[nH]1 (centres undefined)
Compound,31,32,33,34,35,36,37,38,39,40
yeast sgs1 mgt1,-20,97*,0,86*,x,54,47,-22,22,-3
yeast cln2 rad14,-24,94*,-14,57,x,13,-39,3,16,-17
mlh1 rad18,-26,97*,5,85*,4,31,41,-16,4,-12
yeast bub3,2,98*,-27,82*,x,43,23,-13,20,-6
yeast mec2-1,-23,98*,-27,79*,19,24,33,-11,10,-8
yeast rad50,-22,98*,-33,65,17,39,28,-12,11,-11

41. C[Si](C)(CN)c1ccccc1
42. CCCCCCCCCC1CC(=O)OC23CCCC(=O)C12O3 (centres undefined)
43. COc1cc(C)c(/C=C(/NC(=O)c2ccccc2)C(=O)O)c(OC)c1
44. O=C(CC(O)(C(F)(F)Cl)C(F)(F)Cl)CC(O)(C(F)(F)Cl)C(F)(F)Cl
45. CC(=O)Nc1cc2c(cc1Cl)[nH]c(=O)c1cc(Cl)ccc12
46. Cn1ncc2c(Nc3cccc(Cl)c3)nc(Nc3cccc(Cl)c3)nc21
47. CC(=O)OC1C[C@H]2C(OC(=O)c3ccccc3)C3C4(OC(C)=O)COC4C[C@H](OC(C)=O)[C@@]3(C)C(OC(C)=O)[C@H](OC(C)=O)C(=C1C)C2(C)C (some centres undefined)
48. CCOC(=O)CCCCCCCCCCCCCCCCC(=O)OCC
49. CCCC(O)c1ccc(C)cc1 (centres undefined)
50. Cc1c2cc(O)c(=O)cc-2oc2cc(O)c(O)cc12
Compound,41,42,43,44,45,46,47,48,49,50
yeast sgs1 mgt1,-6,9,-1,99*,-4,96*,32,-14,16&0,50&36
yeast cln2 rad14,31,16,-82,99*,-40,95*,29,20,19&-44,32&21
mlh1 rad18,-3,-18,-11,99*,-3,96*,35,9,-10&6,35&40
yeast bub3,-2,-8,-8,100*,-10,94*,26,8,15&-6,48&37
yeast mec2-1,-8,-32,-10,100*,-2,94*,23,-32,-7&33,6&30
yeast rad50,-4,-11,0,99*,16,96*,41,31,-26&13,30&46

Full records as entered above. Order of screens: yeast sgs1 mgt1, yeast cln2 rad14, mlh1 rad18, yeast bub3, yeast mec2-1, yeast rad50
Entry for CCCCCCCCCC1CC(=O)OC23CCCC(=O)C12O3 (centres undefined) : 9, 16, -18, -8, -32, -11
Entry for COc1cc(C)c(/C=C(/NC(=O)c2ccccc2)C(=O)O)c(OC)c1 : -1, -82, -11, -8, -10, 0
Entry for CCOC(=O)CCCCCCCCCCCCCCCCC(=O)OCC : -14, 20, 9, 8, -32, 31
Entry for CC(=O)OC1C[C@H]2C(OC(=O)c3ccccc3)C3C4(OC(C)=O)COC4C[C@H](OC(C)=O)[C@@]3(C)C(OC(C)=O)[C@H](OC(C)=O)C(=C1C)C2(C)C (some centres undefined) : 32, 29, 35, 26, 23, 41

More entries
51. CN(CC(=O)O)c1ncc2c(n1)-c1ccccc1OC2
52. COC1=CC(=O)[C@H]2[C@H](C)C(c3ccccc3)[C@@]2(C)C1=O (some centres undefined)
53. Cc1cc2nc(-c3nc4cc(C)c(C)cc4[nH]3)[nH]c2cc1C
54. CNCCCNc1c2ccccc2nc2cccc([N+](=O)[O-])c12
55. COc1ccc(C[C@@H]2Cc3cc(OC)c(OC)cc3CN2C)cc1
56. CCN(CC)CC(O)c1ccc2c(ccc3ccccc32)c1 (centres undefined)
57. O=C1c2ccccc2C(=O)C2C1C1C(=O)c3ccccc3C(=O)C21 (centres undefined)
58. c1ccc(N=c2sc3ccccc3sc2=Nc2ccccc2)cc1
59. O=C1CCC2(CCC(=O)NC2=O)C(=O)N1
60. O=C(Nc1ccc(Cl)cc1)c1cc(S(=O)(=O)Nc2n[nH]c(=O)[nH]2)c(SSc2cc(Cl)c(C(=O)Nc3ccc(Cl)cc3)cc2S(=O)(=O)Nc2n[nH]c(=O)[nH]2)cc1Cl
Compound,51,52,53,54,55,56,57,58,59,60
yeast sgs1 mgt1,-21,-17,30,91*,20,9,2,22,-14&16,3
yeast cln2 rad14,-24,2,11,91*,6,-32,-20,60,-18&-8,-14
mlh1 rad18,-55,-20,16,85*,21,12,25,-16,1&-9,1
yeast bub3,-28,0,24,86*,11,-3,-9,32,0&-15,-2
yeast mec2-1,57,-2,-4,91*,5,-5,-2,32,-10&-2,18
yeast rad50,49,-22,26,85*,27,12,-15,51,17&-16,29

61. CC(=O)NNc1nc(C)c(C(=O)/C=C/c2ccc(NC(C)=O)cc2)s1
62. C[N+]12C=CC=C1C(N1CCCC1)c1sc(-c3ccc(Cl)cc3)cc12 (centres undefined)
63. CCN(CC)CCCCC1CCN(CC(=O)N2c3ccccc3NC(=O)c3ccccc32)CC1
64. Cc1ccc(Nc2ccc(C)cc2[N+](=O)[O-])cc1
65. CC1CN(C(c2ccccc2)c2ccccc2)CCN1CCO (centres undefined)
66. O=C(NO)Oc1cccc2ccccc12
67. O=C1CCC(c2nc(=S)[nH][nH]2)N1Cc1ccccc1 (centres undefined)
68. COc1ccccc1NC(=O)/C(=C/n1c(=S)sc2ccccc21)C(C)=O
69. C=CCP(=O)(c1ccccc1)c1ccccc1
70. CN/C=C(\C(=O)c1ccc(OC)c(OC)c1)c1ccc(OC)cc1
Compound,61,62,63,64,65,66,67,68,69,70
yeast sgs1 mgt1,0,22,-16,33,12,0,-15,64,9,-5
yeast cln2 rad14,9,7,3,15,-65,7,-22,64,6,0
mlh1 rad18,32,16,2,18,25,6,-17,47,8,8
yeast bub3,22,1,-21,32,5,-3,-8,30,13,2
yeast mec2-1,16,-11,-9,-2,21,1,-32,48,6,-4
yeast rad50,22,8,-14,18,-4,10,-31,38,20,7

71. O=C(Nc1cc2c3cc(NC(=O)c4ccccc4)c4c(=O)c5ccccc5c(=O)c4c3[nH]c2c2c(=O)c3ccccc3c(=O)c12)c1ccccc1
72. CCOC(=O)/C=C(\C)C(C)=O
73. O=C(Cl)N1CCN(c2ccccc2)C1=O
74. Cc1ccccc1C1=C/C(=C(\SS/C(C(=O)c2ccc(OCC(=O)O)c(Cl)c2Cl)=C2\C=C(c3ccccc3C)SS2)C(=O)c2ccc(OCC(=O)O)c(Cl)c2Cl)SS1
75. C=C(C)Cc1c(C)c(Cl)cc(Cl)c1OC(=O)Nc1ccccc1
76. O=C(CC(=O)n1nc(-c2ccccc2)c(N=Nc2ccc(Cl)cc2)c1-c1ccccc1)Nc1cccc(Cl)c1
77. Cc1ccc(S(=O)(=O)CCC#N)cc1
78. CCOC(=O)/C=C/SCCNC(=O)OCC
Compound,71,72,73,74,75,76,77,78
yeast sgs1 mgt1,-11,19,32,-18,31,74*,-6,18
yeast cln2 rad14,-3,2,8,-3,9,32,-9,-5
mlh1 rad18,24,15,-24,-80,20,57,-12,47
yeast bub3,0,12,28,-10,30,89*,-8,18
yeast mec2-1,-15,-29,-20,-27,10,46,8,8
yeast rad50,5,21,-4,-32,32,48,0,33

Arranged by length of the SMILES (rising): part of the list above
72. CCOC(=O)/C=C(\C)C(C)=O
78. CCOC(=O)/C=C/SCCNC(=O)OCC
75. C=C(C)Cc1c(C)c(Cl)cc(Cl)c1OC(=O)Nc1ccccc1
74. Cc1ccccc1C1=C/C(=C(\SS/C(C(=O)c2ccc(OCC(=O)O)c(Cl)c2Cl)=C2\C=C(c3ccccc3C)SS2)C(=O)c2ccc(OCC(=O)O)c(Cl)c2Cl)SS1
Compound,72,78,75,74
yeast sgs1 mgt1,19,18,31,-18
yeast cln2 rad14,2,-5,9,-3
mlh1 rad18,15,47,20,-80
yeast bub3,12,18,30,-10
yeast mec2-1,-29,8,10,-27
yeast rad50,21,33,32,-32

An unsorted share of the library. Share with any hit: about 13%.
